Assay outcomes deposited in PubChem by Broad Institute.
ERAP1 inh: blocks human ERAP1 aminopeptidase activity; AID 652197; inhibition, % at 10.7 µM; hit rate 0.15% among 340,000; recombinant ERAP1, Leu-AMC fluorescence, 60 min;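 active means mean replicate inhibition of at least 30%, or all replicates individually reaching that 30% level; inactive means mean below 30% and not every replicate reaching it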;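 further: 0% = neutral control wells and 100% = L-leucinethiol positive control wells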
Xi reactivation: activators of X-chromosome reactivation in mouse fibroblasts. XiGFP mouse fibroblasts, % GFP-positive cells imaging, 3 d; cells co-treated with 5-aza-dC sensitizer; scaled so ellipticine positive control = 100%. activation, % at 7.58 µM. hit rate 0.055% among 360,000. AID 743238;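 active means mean normalized replicate activation at least 10% and every replicate at or above 10%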;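 further: 0% = median of on-plate neutral control wells and 100% = ellipticine 6 µM median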
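Schedule: 3 d treatment, 15 min room-temperature fixation; system: 68-5-11 XiGFP fibroblast line; buffer or medium: DMEM plus 5-aza-dC sensitizer; control set: ellipticine 6 µM positive control; compound: one concentration, pinned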
esBAF inh: SWI/SNF esBAF complex inhibition; mouse ES cells, Bmi1-luciferase knock-in reporter, 24 h; 100% = twice the neutral-well signal; reporter increase, % at 12.5 µM; hit rate 2% among 350,000; AID 602393; in the data active means activation above about 40%;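 further: 0% = median of the plate's neutral control wells and 100% = double that signal; a rise in the Bmi1 reporter signal indicates esBAF inhibition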
RAD54 branch: inhibitors of human RAD54 branch migration | hit rate 0.14% among 360,000 | Q92698 | RAD54 Holliday junction branch migration, FAM/BHQ fluorescence | inhibition, % at 10.4 µM;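 active means mean normalized replicate activity at least 40 and at least half of replicates scoring 40 or more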;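 further: 0% = median of neutral control wells and 100% = median of positive control wells; inhibitors cause a drop in the FAM fluorescence signal; in these data hits start at about 50%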
ARNT-TACC3 inh: disrupts binding between human ARNT and TACC3 | Q9Y6A5 | AlphaScreen His-ARNT PAS-B/GST-TACC3 binding, luminescence; TACC3 fragment carries E629A point mutation | inhibition, % at 9.99 µM | hit rate 0.66% among 390,000;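 active means mean inhibition of replicates at least 50% and at least half of replicates each reaching 50%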;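 further: 0% = complete ARNT plus TACC3 wells and 100% = ARNT alone without TACC3; many hits fall short of the cut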
F508del corr: CFTR F508del correction in bronchial cells; CFBE cells, YFP halide quenching; stimulated with forskolin plus potentiator P3; % fluorescence drop versus neutral controls; hit rate 0.36% among 350,000; activity (quench increase), % at 7.58 µM;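 active means mean added fluorescence quench of at least 8% versus neutral control, with both replicates also reaching 8%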;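 further: cells transiently co-express mutant CFTR-F508del with the halide-sensitive YFP; corrector assay measuring rescue of mutant channel to the surface after 24 h compound exposure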
INS-1E GSIS act: primary screen for activators of insulin secretion dependent on glucose, INS-1E cells, GLuc reporter luminescence. INS-1E GLuc reporter insulin secretion, 2-3 h. activation, % at 16.6 µM. hit rate 0.61% among 370,000. AID 743287;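 active means lowest replicate activation of at least 40%, so every replicate reaches that level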;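 further: 0% = median of neutral control wells and 100% = median of IBMX positive control wells; some compounds called inactive have numbers as strong as hits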
RAD52 inh: blocks human RAD52 DNA annealing; inhibition, % at 18.7 µM; recombinant RAD52 DNA annealing, FRET fluorescence; P43351; hit rate 0.46% among 360,000; AID 651710;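 active means every replicate showing at least 50% inhibition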
Target sequence (P43351 whole entry, looked up): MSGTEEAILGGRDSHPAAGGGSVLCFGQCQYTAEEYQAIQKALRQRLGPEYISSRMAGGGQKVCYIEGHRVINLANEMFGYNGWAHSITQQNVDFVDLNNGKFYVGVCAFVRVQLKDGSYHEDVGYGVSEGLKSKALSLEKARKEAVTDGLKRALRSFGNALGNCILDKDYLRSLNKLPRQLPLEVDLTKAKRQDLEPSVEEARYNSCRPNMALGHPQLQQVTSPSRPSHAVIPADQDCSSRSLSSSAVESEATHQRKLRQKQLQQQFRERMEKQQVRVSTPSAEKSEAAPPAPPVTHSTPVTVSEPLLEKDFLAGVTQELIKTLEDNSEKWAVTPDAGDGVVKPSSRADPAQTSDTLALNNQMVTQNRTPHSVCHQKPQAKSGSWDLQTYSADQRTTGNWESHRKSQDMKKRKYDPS
Active calls of the source: *; x = not tested or not shown; & = joins results of further samples.

item	SMILES	ERAP1 inh	Xi reactivation	esBAF inh	RAD54 branch	ARNT-TACC3 inh	F508del corr	INS-1E GSIS act	RAD52 inh
1	COc1ccc(NC(=O)Nc2ccc3c(c2)C(=O)N([C@H](C)CO)C[C@@H](C)[C@@H](CN(C)S(=O)(=O)c2ccc(Cl)cc2)O3)cc1	0.7	0.1	1.9	5.8	-8.1	4.9	-9.0	-1.8
2	Fc1ccc(-c2ccc(/C=N\n3cnnc3)o2)cc1Cl	1.4	0.1	x	x	2.1	-3.5	-2.9	-81.1
3	COc1ccc(CN2CC3(CN(C(=O)C4CCC4)C3)c3c(n(C)c4cc(OC)ccc34)[C@H]2CO)cc1	-2.5	0.3	x	x	x	0.0	-21.2	-36.5
4	COc1ccc(-c2cc(C(=O)N3CCN(c4ccccc4)CC3)c3ccccc3n2)cc1	-1.5	0.1	x	x	0.4	x	-11.8	-15.3
5	COC(=O)C1=C(C)N(CCCC(=O)O)C(=O)NC1c1cccc(Cl)c1Cl (configuration not stated)	-1.5	0.0	1.1	3.2	-2.7	0.8	14.6	-5.3
6	CCOC(=O)[C@]12CCC=C1N(Cc1ccco1)C(=O)[C@H](CC(=O)N1CCCCC1)C2	-2.4	-0.1	x	x	x	2.5	6.4	-21.0
7	COc1ccc(CCNC(=O)c2cc(-c3ccccc3)on2)cc1OC	0.1	x	0.0	-8.2	2.7	-4.6	5.3	-3.7
8	COCCCNc1nc2nonc2nc1N(C)CC1CCCN1C (configuration not stated)	x	0.2	x	x	-5.1	-1.4	-7.3	-9.2
9	O=C(c1ccc2n[nH]nc2c1)N1CCN(c2ccc(C(F)(F)F)cn2)CC1	-1.5	0.1	-1.4	1.9	-4.8	-0.5	-38.9	-4.8
10	Cc1c(CC(=O)N2CCN(C(=O)C3COc4ccccc4O3)CC2)c(=O)oc2cc(O)cc(O)c12 (configuration not stated)	-4.7	0.1	3.8	-3.0	0.1	-1.6	-8.1	-1.8
11	O=C(Nc1ccc(F)cc1)C1CCCN(S(=O)(=O)c2ccc3[nH]c(=O)ccc3c2)C1 (configuration not stated)	-0.4	0.0	0.1	2.0	x	2.0	-3.4	-3.4
12	Cn1c(SCC(=O)Nc2ccccc2F)nc2c(c1=O)SCC2	0.4	0.2	2.0	14.7	-1.5	-1.1	-10.3	-20.3
13	O=C(Cc1ccccc1)N[C@H]1C=C[C@H](CC(=O)N2CCOCC2)O[C@H]1CO	0.2	-0.3	0.4	-5.6	0.1	-0.8	12.3	10.5
14	COc1ccccc1S(=O)(=O)N1C[C@H](O)COC[C@H]2O[C@H](CC(=O)O)CC[C@@H]21	-2.1	0.1	-7.0	-7.5	x	0.2	-0.1	2.1
15	O=C(NCCc1ccccc1F)c1cccc2cccnc12	0.9	0.0	66.3*	-16.5	6.6	2.6	-3.3	17.9
16	CN1C(=O)c2cc(NC(=O)c3cccs3)ccc2OC[C@@H]2O[C@@H](CC(=O)NCC3CC3)CC[C@H]21	x	0.0	-0.1	-3.6	2.0	1.3	8.4	x
17	COc1cc(C=C2Cc3ccccc3C2=O)cc(OC)c1OC	16.6	0.1	x	x	x	-3.1	-1.0	1.2
18	CC(C)NCC(O)COCCOc1ccc(Cl)cc1 (configuration not stated)	2.3	0.4	-9.4	-7.5	-2.9	-1.6	10.9	2.5
19	NC(=S)N/N=C/c1ccccc1O	5.6	-0.1	-3.6	-2.5	72.6*	4.2	3.3	-27.7
20	CNC(=O)c1c(Cl)cnn1-c1ccc(C)cc1	11.1	0.0	x	x	2.0	0.3	18.1	-13.4
21	Cc1cc(=O)n(CC(=O)O)c2ccccc12	0.1	0.3	x	x	-2.1	6.2	0.2	-15.7
22	COc1ccc(C(c2sc3nc(C)nn3c2O)N2CCCCC2)cc1 (configuration not stated)	1.8	0.2	-7.9	-1.5	-3.9	1.2	8.3	-4.9
23	O=C(Nc1cccc(F)c1)C1CCN(S(=O)(=O)c2cnc[nH]2)CC1	2.9	0.1	1.5	-0.7	-39.5	2.2	20.1	-1.4
24	CNc1cncc(-c2ccccc2CO)n1	-0.4	-0.1	-2.2	-5.6	x	1.9	x	5.6
25	O=C(N/N=C/c1cccc2ccccc12)c1cccs1	-0.4	0.0	67.4*	4.4	10.2	5.1	-16.7	-13.9
26	COc1ccc(NS(=O)(=O)c2cc(NC(=O)c3ccc(S(=O)(=O)N(C)C)cc3)ccc2N2CCOCC2)cc1	-6.2	0.0	2.3	-1.8	-1.8	-3.1	-1.4	-34.4
27	O=C(NC[C@H]1[C@H](c2ccccc2)[C@H](CO)N1C(=O)Cc1ccncc1)C1CCC1	-0.3	0.0	2.8	4.3	-1.0	-1.0	10.8	-28.5
28	COc1ccc(-c2cnc3c(c2)C(=O)N([C@H](C)CO)C[C@H](C)[C@H](CN(C)Cc2ccccc2)O3)cc1	-1.7&-0.3	-0.5	2.5&3.5	2.3&-3.8	-2.4&-5.0	1.9&1.6	-6.7	5.8&-11.4
29	C[C@H](CO)N1C[C@H](C)[C@H](CN(C)C(=O)CCCN(C)C)OCCCC[C@H](C)Oc2ccc(NC(=O)NC3CCCCC3)cc2C1=O	-2.6	-1.0	-0.2	8.8	-2.9	-0.6	6.4	12.6
30	COc1ccc(-n2nc(C(=O)NCC(=O)Nc3cccc(NC(C)=O)c3)c3ccccc3c2=O)cc1	-10.2	0.2	x	x	3.9	-3.5	-19.0	-9.0

Quoted at random: three records from the list.
item	SMILES	ERAP1 inh	Xi reactivation	esBAF inh	RAD54 branch	ARNT-TACC3 inh	F508del corr	INS-1E GSIS act	RAD52 inh
10	Cc1c(CC(=O)N2CCN(C(=O)C3COc4ccccc4O3)CC2)c(=O)oc2cc(O)cc(O)c12 (configuration not stated)	-4.7	0.1	3.8	-3.0	0.1	-1.6	-8.1	-1.8
23	O=C(Nc1cccc(F)c1)C1CCN(S(=O)(=O)c2cnc[nH]2)CC1	2.9	0.1	1.5	-0.7	-39.5	2.2	20.1	-1.4
18	CC(C)NCC(O)COCCOc1ccc(Cl)cc1 (configuration not stated)	2.3	0.4	-9.4	-7.5	-2.9	-1.6	10.9	2.5

Following part.
item	SMILES	ERAP1 inh	Xi reactivation	esBAF inh	RAD54 branch	ARNT-TACC3 inh	F508del corr	INS-1E GSIS act	RAD52 inh
31	Cc1nn(-c2cccc(Cl)c2)c2nc(-c3ccncc3)cc(C(=O)N3CCOCC3)c12	x	0.3	x	x	-9.3	-2.2	32.6	-10.5
32	Cc1ccc(OCCNC(=O)CCC(=O)N2CCOCC2)cc1	-1.7	0.0	-1.4	-2.2	-1.4	-1.2	1.0	-1.1
33	COc1ccccc1S(=O)(=O)Cc1ccc(C(=O)NCC2CCCO2)o1 (configuration not stated)	14.1	0.2	x	-0.3	3.2	1.3	13.8	-11.6
34	CCOc1ccc(C(=O)c2cc([N+](=O)[O-])ccc2N2CCOCC2)cc1	0.1	1.6	x	x	12.1	x	-23.8	-14.2
35	CN(C)C(=O)[C@H]1[C@H](CO)[C@H]2Cn3c(ccc(-c4cccc(F)c4)c3=O)[C@@H]1N2CC1CC1	x	0.3	-2.7	x	x	-0.2	5.7	x
36	COc1ccc2c(c1)C(=C(C#N)C#N)C(=O)N2CCc1ccccc1	-0.9	-0.1	x	8.1	2.5	-8.2	-20.7	-7.8
37	C[C@@H]1CN([C@H](C)CO)C(=O)Cc2cc(NC(=O)CCC(F)(F)F)ccc2O[C@H]1CN(C)Cc1ccc(C(=O)O)cc1	-2.3	-0.1	1.4	10.9	-3.8	0.0	16.5	-5.0
38	C[C@@H]1CN([C@@H](C)CO)C(=O)c2cc(NC(=O)c3ccccc3)ccc2O[C@@H](C)CCCCO[C@@H]1CN(C)C(=O)Nc1cccc2ccccc12	0.0	0.1	-1.6	2.0	3.8	-2.4	1.9	-32.9
39	CCC(C)(C)NC(=O)CN(Cc1cccs1)C(=O)CNS(=O)(=O)c1ccc(F)cc1	-0.2	0.0	x	x	-3.6	-1.3	28.8	-13.3
40	O=C(NCc1ccc(Cl)cc1)c1ccccc1CCc1ccccc1	x	-0.1	x	4.4	-3.9	x	-6.2	x

41. COc1ccccc1CN(Cc1nc2ccccc2c(=O)[nH]1)C(=O)Nc1cccc(C)c1
42. Cc1noc(C)c1NC(=O)Nc1ccc2c(c1)C(=O)N([C@@H](C)CO)C[C@H](C)[C@H](CN(C)S(=O)(=O)c1c(C)noc1C)O2
43. C=CCn1c(-c2ccc3ncccc3c2)n[nH]c1=S
44. COc1ccc(C(=O)Nc2cccc(-c3csc(C)n3)c2)cc1S(=O)(=O)N1CCCC1
45. COc1ccc(C(=O)NCCc2ccc(F)cc2)cc1OC
46. COc1ccc(NC(=O)Nc2ccc3c(c2)[C@@H]2C[C@H](CC(=O)NCCc4ccccc4)O[C@H](CO)[C@@H]2O3)cc1

compound no.,41,42,43,44,45,46
ERAP1 inh,x,-0.2,x,-3.1,4.8,0.0
Xi reactivation,x,6.9,0.1,0.0,0.0,0.1
esBAF inh,5.2,-2.8,x,8.2,16.6,1.1
RAD54 branch,-3.2,-5.3,8.6,2.8,-4.5,13.6
ARNT-TACC3 inh,6.4,-1.6,-6.0,3.0,-4.7,-6.1
F508del corr,x,0.7,-3.1,4.3,-3.3,1.8
INS-1E GSIS act,-0.9,30.5,12.9,19.4,19.3,25.6
RAD52 inh,x,-27.5,-13.8,-24.4,-3.4,9.9

47. CNC(=O)NC(=O)C(C)OC(=O)CCCc1nc2ccccc2s1 (configuration not stated)
48. COc1cc(NC(=O)CNC(c2ccccc2)c2ccccc2)cc(OC)c1OC
49. C/C(Cc1ccccc1)=N\NC(=O)CNC(=O)c1ccc(F)cc1
50. O=C(c1cnccn1)N1CC(=O)N2[C@H](C1)[C@@H](c1ccc(C#CC3CC3)cc1)[C@@H]2CO
51. Cc1cc(=O)[nH]c(N/N=C/c2c(O)n(-c3ccccc3)c(=O)c3ccccc23)n1
52. COc1ccc(/C=C/C(=O)O)cc1S(=O)(=O)Nc1ccc2c(c1)OCO2

compound no.,47,48,49,50,51,52
ERAP1 inh,-7.4,-2.2,-2.4,-2.6,-0.4,-1.0
Xi reactivation,0.0,0.1,0.0,0.0,0.0,-0.1
esBAF inh,-3.0,3.9,-3.7,x,x,-1.8
RAD54 branch,-2.5,-2.7,8.7,x,-33.3,5.5
ARNT-TACC3 inh,-2.5,4.3,-7.7,x,72.3*,-1.1
F508del corr,0.4,0.5,2.2,3.3,x,0.7
INS-1E GSIS act,15.6,-29.2,6.1,18.2,2.0,25.5
RAD52 inh,-12.7,-3.0,-3.2,-15.1,-41.2,-19.4

53. CC=Cc1ccc2n(c1=O)C[C@@H]1[C@@H](CO)[C@H](C(=O)N(C)C)[C@H]2N1C(=O)c1ccc(F)cc1 (mixture of isomers)
54. Cc1ccc(S(=O)(=O)Nc2cc(C(C(=O)OC(C)C)C(=O)C(F)(F)F)c(O)c3ccccc23)c(C)c1 (configuration not stated)
55. CN(C)C(=O)c1cccc(-c2ccc3c(c2)[C@H]2[C@H](CCN2C(=O)c2cccc(F)c2)[C@@H](CO)N3C)c1
56. CC(=O)N1CC(C)Oc2ccc(S(=O)(=O)Nc3ccc(Cl)cn3)cc21 (configuration not stated)

compound no.,53,54,55,56
ERAP1 inh,3.3,1.6,x,-5.3
Xi reactivation,0.1,0.1,-0.1,0.0
esBAF inh,1.6,x,2.5,-2.7
RAD54 branch,8.5,-2.4,-1.9,-9.1
ARNT-TACC3 inh,0.2,8.7,-8.6,-2.8
F508del corr,x,0.0,-0.3,1.2
INS-1E GSIS act,12.2,x,-30.6,13.0
RAD52 inh,-5.8,-9.0,x,-1.5
